ALDH1A1 inh – blocks purified human ALDH1A1 activity. Purified ALDH1A1, NADH fluorescence, propionaldehyde substrate. Potency, µM (titrated, usually from 75.3 µM), for the others: at the top dose activity, negative = inhibition, actives largely listed as inhibitors. hit rate 7.3% among 220,000; active means well fitted inhibition curve with a large enough effect, not every such curve was filed as active; inconclusive means small, poorly fitted or top-dose-only effect, or another doubt; inactive means no such curve, though single readings can be large or run the other way;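 further: plate controls were no enzyme wells and a reference inhibitor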
GAA inhib – blocks human lysosomal alpha-glucosidase; purified human GAA, 4-MU-alpha-glucoside fluorescence; hit rate 0.005% among 200,000; AID 1466; Potency, µM (doses to about 76.9 µM), for inactives: top-dose activity change, negative = inhibition, usual class: inhibitors; P10253;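 further: plate controls were uninhibited enzyme wells for no effect and no-enzyme background for full effect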
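Human enzyme at 4 nM with 400 uM 4-methylumbelliferyl-alpha-D-pyranoside, citrate/phosphate buffer pH 5.0, 0.005% Tween-20, 20 min at room temperature. Compounds up to 77 uM. 4-MU fluorescence (Ex 365/Em 440) read after NaOH/glycine stop; AC50 from Hill fit.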
SMN2 splice enh – increases expression of the SMN2 splice variant; HEK293 SMN2-luciferase splicing reporter, luminescence, 30-36 h; Potency, µM (top dose mostly 46.1 µM), without a hit: top-dose activity change, positive = activation, usual class: activators; hit rate 2.8% among 210,000; AID 1458; further: % of control where 0% means no effect; nearly all actives have a fitted effect of over 55% in size
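HEK293 cells carry an SMN2 minigene-luciferase reporter in which exon 7 inclusion puts luciferase in frame. Cells were seeded at 2000 cells/well, attached for 10-12 hours, then exposed to compounds for 30-36 hours at 37C before ONE-Glo luminescence.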
aGal spleen mod – inhibits or activates alpha-galactosidase in human spleen homogenate | P06280 | human spleen homogenate, 4MU-alpha-Gal fluorescence, 40 min | Potency, µM (doses to about 80 µM), for inactives: top-dose activity change, negative = inhibition, most hits filed as inhibitors | hit rate 0.008% among 240,000 | AID 2107;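 further: 0% = enzyme with vehicle and -100% = no enzyme basal signal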
Target sequence (P06280 32-429 limits assumed): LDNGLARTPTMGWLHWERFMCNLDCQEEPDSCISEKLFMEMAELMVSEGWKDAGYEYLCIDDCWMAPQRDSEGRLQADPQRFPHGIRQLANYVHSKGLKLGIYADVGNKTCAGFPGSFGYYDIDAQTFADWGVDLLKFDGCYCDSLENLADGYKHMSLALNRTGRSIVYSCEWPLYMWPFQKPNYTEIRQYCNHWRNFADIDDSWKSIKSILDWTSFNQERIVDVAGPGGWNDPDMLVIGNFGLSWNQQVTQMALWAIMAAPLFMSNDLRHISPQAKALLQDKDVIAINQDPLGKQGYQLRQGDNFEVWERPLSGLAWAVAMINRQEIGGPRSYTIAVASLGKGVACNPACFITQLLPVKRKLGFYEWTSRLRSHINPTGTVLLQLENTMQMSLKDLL
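qHTS titration in buffer at pH 5.0. Alpha-galactosidase activity in spleen homogenate was measured via 4-methylumbelliferone release from 1 mM fluorogenic substrate after 40 min at 37C and a pH 10 stop. AC50 came from Hill fits of control-normalized data.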
RGS12 GoLoco inh – RGS12 GoLoco-Gai1 interaction inhibition. P63096. Gai1:RGS12 GoLoco peptide FP, rhodamine, 10 min. Potency, µM (titrated, usually from 61.6 µM), without a hit: at the top dose activity, negative = inhibition, hits mostly inhibitors. hit rate 0.44% among 230,000. AID 880; active means well fitted inhibition curve with a large enough effect, not every such curve was filed as active; inactive means no such curve, though single readings can be large or run the other way; further: on the % scale 0 is the no-effect control and ±100 the full control effect; nearly all actives have a fitted effect of over 30% in size; many of its hits are not listed in these tables
Target sequence (P63096 whole entry, looked up): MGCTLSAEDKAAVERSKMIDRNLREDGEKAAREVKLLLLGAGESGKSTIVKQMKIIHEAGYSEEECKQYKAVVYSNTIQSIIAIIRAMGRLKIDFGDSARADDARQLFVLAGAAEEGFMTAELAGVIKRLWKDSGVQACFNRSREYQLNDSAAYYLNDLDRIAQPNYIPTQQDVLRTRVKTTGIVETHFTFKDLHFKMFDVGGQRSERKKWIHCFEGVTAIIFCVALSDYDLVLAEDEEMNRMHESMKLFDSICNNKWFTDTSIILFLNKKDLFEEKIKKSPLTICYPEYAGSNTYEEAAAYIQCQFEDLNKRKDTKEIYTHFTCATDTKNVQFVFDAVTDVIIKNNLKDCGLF
aGlu spleen mod – inhibitors or activators of human alpha-glucosidase in spleen homogenate. human spleen homogenate, 4-MU-alpha-glucoside fluorescence. P10253. AID 2112. Potency, µM (titrated, usually from 79.9 µM), for the others: top-dose activity change, negative = inhibition, most hits filed as inhibitors. hit rate 0.006% among 240,000;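 further: 0% = enzyme with vehicle and -100% = no enzyme basal signal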
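Human spleen homogenate (1 ug) incubated with compounds and 1 mM 4-methylumbelliferyl-alpha-D-glucopyranoside in pH 5.0 citrate/phosphate buffer, 37 C, 40 min. Stopped at pH 10; 4-MU fluorescence (Ex 365/Em 440 nm); AC50 by Hill fit.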
GAA glycogen – GAA glycogen-cleavage inhibition or activation | recombinant GAA, glycogen substrate, Amplex Red glucose oxidase fluorescence | P10253 | Potency, µM (top dose mostly 76.4 µM), for the others: top-dose activity change, negative = inhibition, actives largely listed as inhibitors | hit rate 0.38% among 300,000;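 further: 0% = full enzyme reaction and -100% = no-enzyme basal signal; the screen sought inhibitors and activators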
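Natural-substrate format: glycogen cleavage by 4 nM human enzyme, glucose read by Amplex Red coupling (Ex 573, Em 610 nm). Normalized to enzyme and no-enzyme controls.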
JMJD2E inh – inhibitors of human JMJD2E histone demethylase. B2RXH2. JMJD2E catalytic domain, FDH-coupled NADH fluorescence (FDH is formaldehyde dehydrogenase). Potency, µM (doses to about 57.1 µM), for the others: top-dose activity change, negative = inhibition, most hits filed as inhibitors. hit rate 1.6% among 230,000; active means well fitted inhibition curve with a large enough effect, not every such curve was filed as active; inconclusive means small, poorly fitted or top-dose-only effect, or another doubt; inactive means no such curve, though single readings can be large or run the other way;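 further: 0% = wells with enzyme and -100% = buffer wells without enzyme; nearly all actives have a fitted effect of over 50% in size; many of its hits are not listed in these tables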
Target sequence (B2RXH2 1-337 limits assumed): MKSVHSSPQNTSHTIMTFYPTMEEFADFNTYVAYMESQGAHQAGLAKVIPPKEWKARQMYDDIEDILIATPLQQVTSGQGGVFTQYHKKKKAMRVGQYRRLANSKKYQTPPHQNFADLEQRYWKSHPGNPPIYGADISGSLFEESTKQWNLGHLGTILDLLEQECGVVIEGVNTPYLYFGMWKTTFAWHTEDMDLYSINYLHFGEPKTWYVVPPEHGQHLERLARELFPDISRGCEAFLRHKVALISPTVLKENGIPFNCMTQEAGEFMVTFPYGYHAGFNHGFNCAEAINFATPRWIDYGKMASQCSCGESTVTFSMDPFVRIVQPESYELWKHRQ
Numbers without * were called inactive; ? = inconclusive; · = no result given; [ ] = remark or other dose. Unless noted, the call rests on the fitted dose curve; in most records, active means well fitted curve in the direction sought with a large enough effect; inconclusive means small, poorly fitted or top-dose-only effect, or another doubt; inactive means no such curve, though single readings can be large; an effect the other way counts as inactive or inconclusive. Potency means the concentration at half of the fitted maximal effect. Only part of the results is shown, so the mix of outcomes need not match the whole.

SMILES	ALDH1A1 inh	GAA inhib	SMN2 splice enh	aGal spleen mod	RGS12 GoLoco inh	aGlu spleen mod	GAA glycogen	JMJD2E inh
O=C(c1ccccc1NS(=O)(=O)c1ccccc1[N+](=O)[O-])N1CCOCC1	7%	-2%	-14%	6%	-10%	0%	-4%	-5%
CC(NS(C)(=O)=O)C(c1cccs1)N1CCN(Cc2ccccc2)CC1 (configuration not stated)	?	-2%	-25%	-5%	5%	-5%	6%	10%
CCc1nn(C(C)C(=O)N2CCN(Cc3ccccc3)CC2)c(=O)c2cc3occc3n12 (configuration not stated)	8%	-3%	-5%	-8%	-10%	0%	3%	-19%
COc1ccc(S(=O)(=O)NC(C)CCc2ccccc2)cc1 (configuration not stated)	0.63µM*	4%	-6%	1%	11%	-1%	-18%	14%
Cc1ccccc1/C(N)=N/OC(=O)/C=C/c1ccccc1	23%	3%	?	9%	5%	2%	0%	-10%
O=c1c2ccccc2nc2n1CCN2Cc1ccc(Cl)cc1	?	4%	-86%[inhibitor]	-1%	-33%	-1%	-4%	?
O=C(C1CC1)N1N=C(c2ccncc2)CC1(O)C(F)(F)F (configuration not stated)	5%	?	11%	-5%	13%	2%	-14%	14%
O=C(NCc1cccnc1)Nc1cccc(NC(=O)NCc2cccnc2)c1	-10%	-11%	?	0%	4%	-11%	8%	1%
N#Cc1nc(-c2ccccc2F)oc1NCCc1ccccn1	?	1%	-8%	1%	-2%	0%	-11%	?
Cc1ccc(-n2c(C)cc(/C=C3\NC(=O)NC3=O)c2C)c(C)c1	?	-3%	-9%	-12%	11%	-15%	0%	25µM*
Nc1cccc2c1C(=O)N(C(=O)c1cccc(S(=O)(=O)N3CCCCCC3)c1)C2=O	-12%	-5%	15%	7%	-5%	-10%	4%	?
CCOc1ccc2nc(C)cc(C(=O)O)c2c1	?	4%	?	4%	6%	-1%	4%	?
CCN(C(=O)CSc1nnc(-c2ccccc2Cl)n1C1CCCC1)C1CCS(=O)(=O)C1 (configuration not stated)	5%	0%	-2%	-3%	10%	-7%	0%	-3%
Cc1cccc(C)c1OCC(O)CNC(C)C (configuration not stated)	-15%	-2%	9%	5%	0%	-5%	-1%	-1%
CCNc1nc(NCC)nc(-n2nc(C)cc2C)n1	-4%	0%	4%	-1%	8%	-11%	-1%	-11%
OCCN(Cc1ccccc1)CC1CCCCC1	-7%	7%	1%	-5%	-3%	-9%	5%	?
O=C(COC(=O)COc1ccccc1[N+](=O)[O-])NC1CCCC1	-16%	-2%	-6%	-2%	-1%	1%	-2%	-6%
CCOC(=O)C(/C(C)=N/NC(=O)C1CC1c1ccccc1)C(C)C (configuration not stated)	-4%	-5%	3%[1.84 µM]	1%	3%	3%	-3%	3%
Cc1cc(C)cc(NC(=O)c2ccc(S(=O)(=O)C(F)F)cc2)c1	-3%	-8%	19%	-16%	-18%	-8%	-12%	0%
CSc1nc2nc(-c3ccccc3)cc(C(F)(F)F)n2n1	?	6%	9%	-10%	-2%	-5%	0%	?
CCOC(=O)c1sc2nc3c(cc2c1N)C(=O)CC(C)(C)C3	0.5µM*	-5%	?	0%	-2%	7%	-2%	4%
Cc1ccc(CC2C(=O)N(c3ccc(C)cc3)C(=O)C2C)cc1 (configuration not stated)	-1%	1%	-18%	0%	5%	2%	2%	4%
COc1ccc(NC(=O)CSc2nnnn2Cc2ccccc2)cc1	?	4%	·	1%	11%	1%	4%	-8%
C/C(=N\NC(=O)c1ccc(OC2CCCC2)cc1)c1ccc(C)s1	?	-6%	-30%	-1%	10%	-1%	-2%	2%
COc1ccc(COC(=O)N/N=C(\C)CC(=O)Nc2c(C)cc(C)cc2C)cc1	3%	-3%	23%	-4%	4%	2%	7%	3%
Cc1cccc(C)c1NC(=O)c1ccc(-c2ccc(Cl)cc2Cl)o1	-8%	-9%	-3%	-5%	-4%	-8%	-6%	-27%
CCOc1cccc(-c2nnc3sc(-c4ccco4)nn23)c1	?	1%	0%	0%	-1%	3%	4%	-13%
CC(C)(C)OC(=O)NCCc1nnc(SCc2ccccc2)o1	·	·	·	12%	5%	4%	0%	5%
O=S(=O)(NCC1OCCc2ccccc21)c1ccc(S(=O)(=O)N2CCOCC2)cc1 (configuration not stated)	?	-12%	-5%	4%	4%	-7%	-9%	4%
O=C(COC(=O)c1ccccc1)Nc1cccc(S(=O)(=O)N2CCOCC2)c1	2%	-2%	0%	1%	7%	-2%	-8%	-1%
Cc1[nH]c(=S)sc1Cc1ccc(Cl)c(Cl)c1	25µM*	2%	-24%	-1%	4%	-1%	12%	4%
Cc1cc(C)nc(NS(=O)(=O)c2ccc(NC(=O)CSc3nc4ccccc4[nH]3)cc2)n1	20µM*	-18%	-7%	1%	5%	3%	-3%	4%
COc1ccc(-n2c(/C=C3\C(=O)N(C)c4ccccc43)nc3ccccc3c2=O)cc1	·	·	·	1%	3%	-3%	7%	-10%
O=C(O)C1CCCCC1C(=O)Nc1ccc(Cl)cc1 (configuration not stated)	0%	-3%	1%	5%	-2%	4%	11%	9%
CCn1c(C(=O)Nc2ccsc2C(=O)OC)cc2sc(Cl)cc21	?	?	-22%	-2%	3%	0%	-2%	?
O=C(CCc1nc2ccccc2c(=O)[nH]1)OCCOc1ccc(Cl)cc1	-15%	1%	-1%	3%	18%	3%	6%	-6%
COc1ccc(NC(=O)NC2CCCCC2C)cc1 (configuration not stated)	6%	1%	16%	0%	7%	-5%	-15%	12%
COc1ccc(NC(=O)COC(=O)C2CCN(S(=O)(=O)c3cccs3)CC2)cc1	1%	?	·	0%	2%	-4%	-2%	-8%
COc1cc(NC(=O)C(C)C)ccc1NC(=O)c1ccco1	5%	5%	11µM*	-5%	5%	-10%	1%	0%
COc1ccccc1N1C(=O)CC(Sc2nc(C)cc(C)n2)C1=O (configuration not stated)	9%	-11%	18%	-13%	6%	-3%	1%	3%
CCN1CCN(Cc2ccc(NC(=O)Nc3ccccc3Cl)cc2)CC1	-9%	3%	?	2%	-2%	0%	2%	3%
CCNC(=O)NC(=O)C(C)OC(=O)C1CCN(S(=O)(=O)c2ccc(C)c(C)c2)CC1 (configuration not stated)	8%	?	8%	0%	-3%	1%	-1%	15%
O=C1C(c2ccccc2)C(c2ccccc2)NC(c2ccccc2)C1c1ccccc1 (configuration not stated)	6%	-3%	-32%[inhibitor]	-3%	1%	-8%	2%	-6%
CC(=O)Nc1cc(C(=O)N2CCc3ccccc3C2)ccc1Sc1ccc(C)cc1	?	-1%	-1%	-5%	12%	-7%	-4%	7%
COc1ccc(C(=O)Nc2ccccc2-c2nnn(CC(=O)NCc3ccco3)n2)cc1	?	-8%	4%	13%	-3%	3%	4%	?
CCOC(=O)C/C(C)=N/NC(=O)CN(c1ccc(Br)cc1)S(=O)(=O)c1ccccc1	?	3%	3%	-2%	-1%	-12%	0%	1%
NS(=O)(=O)c1ccc(CCNC(=O)C2CCN(S(=O)(=O)c3cnc[nH]3)CC2)cc1	8%	-5%	10%	-5%	-2%	-9%	-3%	5%
COc1ccc(-c2ccc(SCC(=O)NCc3ccco3)nn2)cc1OC	?	-1%	3%	8%	11%	5%	4%	1%
COc1ccc(/C=N/NC(=O)C[n+]2ccccc2)c(OC)c1OC	5%	-2%	0%	1%	-5%	-7%	1%	6%
CC(=O)Nc1cccc(NC(=O)c2oc3ccccc3c2C)c1	4%	-1%	11µM*	0%	4%	-1%	0%	1%

Laid out differently: five of the compounds above
| Molecule | ALDH1A1 inh | GAA inhib | SMN2 splice enh | aGal spleen mod | RGS12 GoLoco inh | aGlu spleen mod | GAA glycogen | JMJD2E inh |
| --- | --- | --- | --- | --- | --- | --- | --- | --- |
| COc1ccc(C(=O)Nc2ccccc2-c2nnn(CC(=O)NCc3ccco3)n2)cc1 | ? | -8% | 4% | 13% | -3% | 3% | 4% | ? |
| CCOC(=O)C/C(C)=N/NC(=O)CN(c1ccc(Br)cc1)S(=O)(=O)c1ccccc1 | ? | 3% | 3% | -2% | -1% | -12% | 0% | 1% |
| NS(=O)(=O)c1ccc(CCNC(=O)C2CCN(S(=O)(=O)c3cnc[nH]3)CC2)cc1 | 8% | -5% | 10% | -5% | -2% | -9% | -3% | 5% |
| COc1ccc(-c2ccc(SCC(=O)NCc3ccco3)nn2)cc1OC | ? | -1% | 3% | 8% | 11% | 5% | 4% | 1% |
| COc1ccc(/C=N/NC(=O)C[n+]2ccccc2)c(OC)c1OC | 5% | -2% | 0% | 1% | -5% | -7% | 1% | 6% |

Next part
SMILES	ALDH1A1 inh	GAA inhib	SMN2 splice enh	aGal spleen mod	RGS12 GoLoco inh	aGlu spleen mod	GAA glycogen	JMJD2E inh
CCOC(=O)C1=C(C)NC2=C(C(=O)c3ccccc32)C1c1cccc2ccccc12 (configuration not stated)	·	·	·	-5%	15%	-7%	-16%	-5%
O=C(O)CCCNC(=O)c1cncc(Br)c1	-7%	-3%	0%	0%	7%	0%	6%	-3%
Cc1noc(NS(=O)(=O)c2ccc(NC(=O)CCN3C(=O)c4ccccc4C3=O)cc2)c1C	0%	5%	3%	-2%	8%	-1%	5%	3%
COc1ccccc1N1CCN(C(=O)C(NS(=O)(=O)c2cccs2)c2ccccc2)CC1 (configuration not stated)	?	-2%	-6%	-6%	2%	-10%	-6%	6%
Cc1csc(NC(=O)CCC(=O)N(CC(=O)NC2CCCC2)Cc2ccco2)n1	0%	-1%	-9%	7%	1%	0%	5%	0%
O=C(O)COc1ccc2nsnc2c1Cl	?	1%	4%	14%	5%	4%	4%	?
CCn1cc(C(=O)Nc2cc(C)ccc2C)c(=O)c2ccc(C)nc21	9%	-1%	0%	3%	2%	5%	4%	1%
Clc1ccc(C2=NN=C3COc4ccccc4N3C2)cc1	6%	0%	-20%	3%	3%	-8%	5%	-3%
O=C(CSCC(=O)Nc1ccccc1)N/N=C/c1c(O)ccc2ccccc12	0%	-14%	·	9%	·	-6%	7%	8%
O=C(CCCn1c(SCc2cccc([N+](=O)[O-])c2)nc2ccccc2c1=O)NCC1CCCO1 (configuration not stated)	?	-7%	-28%	1%	-4%	-7%	0%	4%
CCOC(=O)c1c(=O)n(O)c2ccc(C)cc2[n+]1[O-]	-8%	-12%	-8%	-12%	-18%	2%	0%	-25%
O=C(CCCc1c[nH]c2ccccc12)N1CCN(c2ccc(N3CCOCC3)nn2)CC1	?	-4%[15.4 µM]	?	9%	5%	0%	-2%	?
